G9a block – qHTS Assay for Inhibitors of Histone Lysine Methyltransferase G9a; G9a H3K9 monomethylation, AlphaScreen, 2 h; Potency, µM (top dose mostly 102 µM), for the others: at the top dose activity, negative = inhibition, usual class: inhibitors; hit rate 8.8% among 350,000; AID 504332, 2011; note: potency is the fitted concentration of half-maximal effect; % is set by controls: 0 for no effect and ±100 for the full control effect; nearly all actives have a fitted effect of over 75% in size
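AlphaScreen detection with an anti-monomethyl H3K9 antibody quantified product after a 2 h room-temperature reaction containing 500 nM biotinylated H3K9 peptide, 20 µM SAM and 20 nM enzyme, which had been preincubated 15 min with compound.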
JMJD2A Tudor inh – qHTS Assay for Inhibitors of JMJD2A-Tudor Domain; AID 504339, 2011; Potency, µM (titrated, usually from 114 µM), for the others: at the highest dose activity change, negative = inhibition, usual class: inhibitors; AlphaScreen JMJD2A-Tudor / H3K4me3 peptide binding; Lysine-specific demethylase 4A (Homo sapiens), O75164; hit rate 4.4% among 390,000; note: potency is the fitted concentration of half-maximal effect; % is set by controls: 0 for no effect and ±100 for the full control effect; nearly all actives have a fitted effect of over 50% in size
HP1b chromo inh – HTS for Inhibitors of HP1-beta Chromodomain Interactions with Methylated Histone Tails | AlphaScreen HP1-beta / biotin-H3K9me3 peptide binding | Potency, µM (highest dose often 114 µM), for inactives: top-dose activity change, negative = inhibition, actives largely listed as inhibitors | Chromobox protein homolog 1 (Homo sapiens), P83916 | AID 540317, 2011 | hit rate 0.56% among 390,000; note: potency is the fitted concentration of half-maximal effect; nearly all actives have a fitted effect of over 70% in size; inactives centre near 23
Target sequence (P83916 whole entry, looked up): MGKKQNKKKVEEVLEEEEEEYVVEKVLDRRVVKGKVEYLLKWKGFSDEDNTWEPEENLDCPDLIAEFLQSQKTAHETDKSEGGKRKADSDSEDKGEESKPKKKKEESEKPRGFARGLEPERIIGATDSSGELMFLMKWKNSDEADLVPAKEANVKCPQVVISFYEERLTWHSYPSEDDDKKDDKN
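Compound inhibition of the preformed complex between 50 nM HP1-beta and 50 nM biotinylated H3K9me3 peptide was read by AlphaScreen. Buffer was PBS pH 7.4 with 0.01% Tween-20. Incubations ran 30 min at room temperature, with 10 ug/mL donor/acceptor beads.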
ERG Ets-DNA blk – qHTS for Small Molecule Inhibitors of the ERG Ets/DNA interaction. Transcriptional regulator ERG (Homo sapiens), P11308. fluorescence polarization, His-ERG Ets domain / labelled DNA. Potency, µM (top dose mostly 76.9 µM), without a hit: at the top dose FP activity, negative = inhibition, usual class: inhibitors. hit rate 0.028% among 370,000; active = well fitted inhibition curve with a large enough effect in the polarisation, with a control signal flat; inconclusive = small, poorly fitted or top-dose-only effect, or effect the other way, or a change in a side signal; inactive = no such curve, though single readings can be large or run the other way; the % refers to the polarisation;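 note: polarization taken with two DNA probes labelled with fluorescein and Texas red; potency is the fitted concentration of half-maximal effect; % of control where 0% means no effect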
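His-tagged ERG Ets domain (1 uM in the protein solution; 300mM KCl, 50mM Tris-HCl, 1mM EDTA, 1mM DTT, pH 7.5) received compound, then a probe mix of 5 nM fluorescein-DNA and 100nM Texas-615-DNA. Fluorescence polarization was read for both dyes.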
12-LOX inh – Primary qHTS assay for inhibitors of human arachidonate 12S-lipoxygenase (ALOX12): Round 2; AID 1671190, 2021; purified 12hLO, xylenol orange hydroperoxide absorbance; Potency, µM (top dose mostly 108 µM), inactives show at the highest dose activity change, negative = inhibition, hits mostly inhibitors; Polyunsaturated fatty acid lipoxygenase ALOX12 (Homo sapiens), P18054; hit rate 1.1% among 580,000; note: potency is the fitted concentration of half-maximal effect; % is set by controls: 0 for no effect and ±100 for the full control effect
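Purified human 12hLO at 150 nM in 25 mM Hepes, 0.01% Triton X-100, pH 7.0, preincubated 15 min at room temperature with compound. Reaction started with 40 uM arachidonic acid, 30 min at room temperature. Hydroperoxide measured by Fe-xylenol orange, 573/405 nm absorbance ratio.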
BAZ2B inh – qHTS Assay for Inhibitors of BAZ2B; AlphaScreen BAZ2B-H3K14Ac peptide displacement; Potency, µM (titrated, usually from 114 µM), for inactives: at the highest dose activity change, negative = inhibition, actives largely listed as inhibitors; hit rate 4.4% among 360,000; note: potency is the fitted concentration of half-maximal effect; % is set by controls: 0 for no effect and ±100 for the full control effect; nearly all actives have a fitted effect of over 60% in size
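Complex of BAZ2B and biotin-H3K14Ac (50 nM apiece) forms over 30 min at RT, then faces library compounds up to 110 uM for another 30 min; AlphaScreen beads added, 20 min dark incubation, luminescence read.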
PI4K2A block – qHTS for small molecular inhibitors of PI4K2A; Phosphatidylinositol 4-kinase type 2-alpha (Homo sapiens), Q9BTU6; purified PI4K2A, ADP-Glo luminescence, 1 h; stronger effect = lower value; activity change, negative = inhibition, % at 76.9 µM; hit rate 0.13% among 420,000; AID 1346378, 2018; in the data active = activity change below about -50%; inconclusive = mostly about -30% to -49%;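 note: -100% = wells without enzyme as full effect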
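Compounds are screened against recombinant PI4K2A using PI as substrate and ATP, the latter dispensed at 300 microM. Reactions run one hour at ambient temperature before ADP-Glo detection; full inhibition defined by wells lacking enzyme.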
GLS inh – qHTS for Inhibitors of Glutaminase (GLS) | Potency, µM (top dose mostly 45.5 µM), inactives show at the top dose activity change, negative = inhibition, most hits filed as inhibitors | Glutaminase kidney isoform, mitochondrial (Homo sapiens), O94925 | GLS enzymatic activity, qHTS titration | AID 624170, 2012 | hit rate 0.21% among 410,000; note: potency is the fitted concentration of half-maximal effect; % is set by controls: 0 for no effect and ±100 for the full control effect
Target sequence (O94925 whole entry, looked up, canonical isoform): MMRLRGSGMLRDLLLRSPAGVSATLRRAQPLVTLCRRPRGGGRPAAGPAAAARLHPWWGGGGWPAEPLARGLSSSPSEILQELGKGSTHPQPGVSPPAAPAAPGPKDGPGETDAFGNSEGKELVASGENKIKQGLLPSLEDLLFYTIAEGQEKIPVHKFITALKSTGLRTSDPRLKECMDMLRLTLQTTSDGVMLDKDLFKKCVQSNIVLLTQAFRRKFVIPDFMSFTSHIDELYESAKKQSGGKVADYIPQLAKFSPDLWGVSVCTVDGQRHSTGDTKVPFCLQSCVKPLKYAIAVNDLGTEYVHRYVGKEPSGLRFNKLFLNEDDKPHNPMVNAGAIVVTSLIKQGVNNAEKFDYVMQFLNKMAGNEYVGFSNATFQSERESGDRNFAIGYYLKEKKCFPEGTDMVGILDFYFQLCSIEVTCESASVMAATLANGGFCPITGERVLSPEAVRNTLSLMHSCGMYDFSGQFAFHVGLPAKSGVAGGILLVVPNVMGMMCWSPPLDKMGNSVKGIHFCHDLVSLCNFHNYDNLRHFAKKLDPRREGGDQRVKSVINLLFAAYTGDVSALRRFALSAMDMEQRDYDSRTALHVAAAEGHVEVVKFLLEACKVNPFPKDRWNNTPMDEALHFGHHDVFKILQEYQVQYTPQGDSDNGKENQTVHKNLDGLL
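Human kidney-isoform GLS in 45 mM KH2PO4 pH 8.2, 0.02% Tween-20, with compound, started with 1mM L-Glutamine (added stock). Glutamate oxidase/HRP/Amplex red coupled fluorescence read at start and after 30 min at RT.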
RGS4 inhibitor – Inhibitors of Regulator of G Protein Signaling (RGS) 4: qHTS. Regulator of G-protein signaling 4 (Homo sapiens), P49798. Transcreener GDP fluorescence polarization, RGS4-accelerated GTP hydrolysis. Potency, µM (highest dose often 114 µM), for inactives: at the highest dose activity change, negative = inhibition, usual class: inhibitors. hit rate 0.039% among 390,000. AID 504845, 2011; note: potency is the fitted concentration of half-maximal effect; % is set by controls: 0 for no effect and ±100 for the full control effect; nearly all actives have a fitted effect of over 75% in size; some results filed as inactive show a strong effect at the top dose
Target sequence (P49798 whole entry, looked up): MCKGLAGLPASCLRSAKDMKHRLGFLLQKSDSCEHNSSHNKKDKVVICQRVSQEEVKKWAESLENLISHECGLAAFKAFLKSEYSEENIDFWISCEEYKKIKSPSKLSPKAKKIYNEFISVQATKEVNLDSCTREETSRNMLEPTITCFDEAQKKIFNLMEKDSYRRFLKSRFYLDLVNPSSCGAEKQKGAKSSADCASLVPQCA
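MLSMR compounds (23 nl, pin-transferred) preincubated 10 min at room temperature with a 500nM (2x) first reagent, then RGS4 at 900nM (2x) plus Transcreener GDP mix added; fluorescence polarization (620/688 nm) read before and after 90 min at 30 °C.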
The depositor's hits bear a star; ? = inconclusive; . = not tested or not shown; [ ] = dose if it differs, or a comment. Unless noted, calls come from the whole dose curve; as a rule, active = well fitted curve in the direction sought with a large enough effect; inconclusive = small, poorly fitted or top-dose-only effect, or another doubt; inactive = no such curve, though single readings can be large; an effect the other way counts as inactive or inconclusive.

Each structure is followed by: GLS inh, JMJD2A Tudor inh, 12-LOX inh, ERG Ets-DNA blk, PI4K2A block, RGS4 inhibitor, BAZ2B inh, G9a block, HP1b chromo inh
COc1ccc(Nc2nnc(-n3nc(C)cc3C)c3ccccc23)cc1
    1.6%, -10.6%, -10.4%, 0.7%, 1.8, -22.4%, -10.1%, 2.6%[59 µM], 23.1%
CCOC(=O)/C(C#N)=C(\O)c1ccc(NC(=O)c2ccc([N+](=O)[O-])cc2)cc1
    9.8%, -15.7%, 111.6%[activator], 2.0%, -4.3, 17.7%, -29.4%, ?, 37.5%
C=CCNC(=S)N1CCC(Cc2ccccc2)CC1
    -4.4%, -13.1%, 398.5%[activator], -9.7%, -0.1, -20.9%, -12.8%, 85.6%[activator], 51.8%[activator]
O=C(O)/C=C/C(=O)Nc1ccccc1SC(F)(F)F
    -1.2%, -19.5%, ?, -0.2%, -3.8, -43.3%, 0.7%, 8.91µM*, 26.9%
N#CCCN(Cc1ccccc1)C(=O)Nc1ccccc1
    13.4%, -11.1%, 0.0%, -2.5%, -2.0, 18.7%, 8.5%, 9.1%, 27.0%
COc1nc(NC2OC(CO)C(O)C(O)C2O)c(N)c(=O)[nH]1 (configuration not stated)
    0.1%, -2.1%, -3.5%, ., 1.7, -2.1%, ., ., 35.9%
CC(=O)CC1(O)C(=O)N(Cc2ccccc2)c2ccccc21 (configuration not stated)
    -15.2%, -32.1%[57.1 µM], 6.2%, -11.7%, -3.5, -10.4%, 4.8%, 12.4%, ?
COc1cccc(=O)c2c(C)n(CC(=O)c3ccccc3)c(C)c12
    2.2%, -34.5%, 39.6%[activator], 15.7%, -3.8, -15.8%, ?, ?, -5.1%
Cc1nc2c(C)cccc2cc1C(=O)N/N=C/c1ccc(N(C)C)cc1
    14.4%, ?, 7.8%, -6.7%, 12.0, 13.5%, ?, -34.2%[2.33 µM], -13.3%
COc1ccc(OC)c(NS(=O)(=O)c2ccc(SC)cc2)c1
    17.9%, -21.0%, 14.1%, 0.7%, -4.3, 5.5%, -21.9%, -8.4%[59 µM], 8.7%
COc1ccccc1/C=C/C1(C(=O)NC2CCCC2)CC(=O)N1c1ccc(C)cc1 (configuration not stated)
    -4.4%, -33.8%, 0.0%, 6.2%, 7.2, -19.5%, 10.1%, 6.2%[59 µM], -1.6%
COc1cccc(Nc2ncnc3c2cnn3C)c1
    -2.8%, -2.4%, 21.2%, ., -2.1, 3.3%, 4.5%, -0.8%, 13.2%
NC(=O)/C(=C/c1ccco1)NC(=O)/C=C/c1ccccc1
    7.5%, -12.2%[57.1 µM], ?, -5.5%, 5.5, -26.3%[56.9 µM], 6.3%, ?, 20.6%
CC(=O)c1cc2c(ccc3ccccc32)oc1=O
    -2.7%, -15.4%, 2.2%, 9.8%, 1.6, 15.5%, -10.7%, -25.9%, 20.6%
Cc1cc(C)cc(NC(=O)NCCc2c(C)nn(C)c2C)c1
    -12.0%, -11.6%, -11.6%, -1.2%, 5.4, 9.9%, -6.3%, 3.3%[59 µM], -4.7%
Cn1c(=O)[nH]c(=O)c2c1nc(Br)n2CCCCSc1nc2ccccc2o1
    0.0%, -8.4%, ?, -0.9%, 5.0, -36.1%, ., -18.1%[59 µM], 2.1%
Cc1cc(S(=O)(=O)N(Cc2ccccc2F)C2CC2)ccc1-n1cnnn1
    -14.1%, -0.4%, -2.5%, 8.3%, 1.1, 7.6%, -17.0%, ?, 33.7%
O=S(=O)(Cc1ccccc1)NCC1CCCN(Cc2ccc(F)c(F)c2)C1 (configuration not stated)
    -2.0%, -7.8%, 1.3%, 7.9%, 9.6, -4.3%, -22.1%, -34.2%, 22.4%
COc1ccccc1NC(=O)C1=C(C)NC(=O)NC1c1ccccc1[N+](=O)[O-] (configuration not stated)
    -1.4%, -27.5%, -15.0%, 0.3%, 2.1, -44.2%, ., 12.6µM*, -9.6%
O=C(CNC(=S)N(CCCN1CCOCC1)Cc1cccs1)N1CCCCCC1
    2.0%, -13.1%, 15.6%, -7.9%, -7.4, 12.8%, -4.7%, 3.7%, 3.4%
CCCCn1c(N)c(N(CC(C)C)C(=O)c2oc3ccc(OC)cc3c2C)c(=O)[nH]c1=O
    7.5%, -23.4%, -12.3%, 8.7%, 2.2, -13.7%, -34.8%, -34.7%, ?
Cn1c(=O)n(C)c2cc(S(=O)(=O)NCCc3ccccc3)ccc21
    6.3%, 0.3%, 7.0%, -3.3%, -2.5, -2.9%, ?, 1.9%[59 µM], 38.9%
COCCN1C(=O)C(=O)/C(=C(/O)c2ccc(S(=O)(=O)N3CCCCC3)cc2)C1c1ccc(O)c(OC)c1 (configuration not stated)
    12.8%, 89.1µM*, -16.0%, 10.8%, -4.2, 1.2%[56.9 µM], -11.5%[57.1 µM], 70.8µM*, 48.4%[activator]
O=C(Nc1ccc(S(=O)(=O)Nc2nccs2)cc1)c1cc(-c2ccccc2)nc2ccccc12
    -22.1%, 31.6µM*, 4.1%, -11.1%, -4.2, -28.1%, ?, 7.94µM*, ?
Cc1cc(C(=O)Nc2ccccn2)no1
    1.5%, -5.2%, 5.6%, 1.2%, -3.8, 13.0%, -4.2%, ?, 19.6%
O=C(Nc1ccccc1F)C(Cc1ccccc1)n1cccc1 (configuration not stated)
    0.1%, -21.1%, ?, -3.6%, -2.2, -0.7%, -35.0%, 1.1%[59 µM], 13.6%
CC(C)(C)OC(=O)N1CCC(CNC(=O)c2ccccc2)CC1
    -8.8%, 1.7%, 141.6%[activator], -9.3%, -0.1, 10.7%, -2.2%, ., 19.3%
CCCCc1nn2c(=O)cc(COC(=O)c3ccc(NC(=O)C(CC)CC)cc3)nc2s1
    -5.0%, -4.6%, -3.5%, 0.1%, 5.4, 0.1%, -10.3%, 10.9%[12.7 µM], 30.2%
Cc1nnc(SCc2cc(=O)c3cc(F)ccc3[nH]2)n1C
    0.0%, -12.0%, ?, -0.7%, 0.8, -4.4%, 7.0%, -1.4%[59 µM], 16.7%[57 µM]
c1ccc(CCn2nnnc2CN2CCc3ccccc32)cc1
    45.8%[activator], -11.0%, ?, 10.5%, 0.3, -23.4%, -35.2%, -16.1%, 18.2%

In another format: results already given
> COc1ccccc1/C=C/C1(C(=O)NC2CCCC2)CC(=O)N1c1ccc(C)cc1 (configuration not stated)
  GLS inh = -4.4%; JMJD2A Tudor inh = -33.8%; 12-LOX inh = 0.0%; ERG Ets-DNA blk = 6.2%; PI4K2A block = 7.2; RGS4 inhibitor = -19.5%; BAZ2B inh = 10.1%; G9a block = 6.2%[59 µM]; HP1b chromo inh = -1.6%
> Cn1c(=O)n(C)c2cc(S(=O)(=O)NCCc3ccccc3)ccc21
  GLS inh = 6.3%; JMJD2A Tudor inh = 0.3%; 12-LOX inh = 7.0%; ERG Ets-DNA blk = -3.3%; PI4K2A block = -2.5; RGS4 inhibitor = -2.9%; BAZ2B inh = ?; G9a block = 1.9%[59 µM]; HP1b chromo inh = 38.9%

Other entries
Each structure is followed by: GLS inh, JMJD2A Tudor inh, 12-LOX inh, ERG Ets-DNA blk, PI4K2A block, RGS4 inhibitor, BAZ2B inh, G9a block, HP1b chromo inh
Cc1cc(OCC(=O)N2CCc3ccccc3C2)c2c(-c3ccccc3)cc(=O)oc2c1
    4.1%, -28.5%, -5.2%, 6.4%, 6.2, -44.2%, -1.7%, 8.6%[59 µM], 28.4%
C[C@H](NC(=O)C1(c2ccccc2)CCN(C(=O)OC(C)(C)C)CC1)C(=O)N[C@@H](C(=O)O)c1ccccc1
    3.1%, -13.6%, 43.6%[activator], -2.4%, 1.6, 13.3%, 3.4%, 16.6%[12.7 µM], 25.3%
O=S1(=O)CCN(Cc2ccccc2C(F)(F)F)CC1
    2.1%, -19.3%, -0.8%, 7.3%, 4.2, -8.9%, -19.4%, -5.6%, 27.5%
Cc1ccc(Cl)cc1NC(=O)Cn1cc2c(n1)CCCC2
    1.2%, -10.0%, -6.9%, -2.8%, -11.6, 14.9%, 8.6%, 6.4%, 35.9%
O=C(CSc1nnc(-c2ccncc2)n1CC1CCCO1)NCc1ccccc1 (configuration not stated)
    0.6%, 5.5%[57.1 µM], 0.7%, -2.4%, 4.4, 15.8%[11.4 µM], 3.3%, -45.5%[12.7 µM], 12.6%
COc1ccc(-c2c(C#Cc3ccsc3)c3cc(-c4ccc(C(N)=O)cc4)ccc3n2C)cc1
    -8.1%, -19.3%, -2.5%, -8.1%, 2.2, -12.7%, ., ., 33.0%
Cc1ccc(NC(=S)NCC2CCCO2)c(OC(F)F)c1 (configuration not stated)
    17.6%, -0.7%, -36.2%, ., 0.9, 4.4%, 3.9%, 2.7%[59 µM], 25.8%
COc1cccc(CN=CC2=C(O)CC(C)(C)CC2=O)c1OC
    -2.9%, -15.4%, 4.3%, -1.8%, 4.8, -6.3%, 1.9%, -10.7%[59 µM], 34.0%

Source: PubChem BioAssay

Some of the compounds tested, so the mix of outcomes need not match the whole.
